# S1P2 agonist = S1P2 receptor agonists, primary screen, cell-based | activation, % at 4.5 µM | S1P2-expressing cell line, agonist reporter read-out | actives 0.46% (n = 97,000) | Sphingosine 1-phosphate receptor 2 (Homo sapiens), O95136; in the data active means activation above about 16%;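 further: 0% = vehicle low control and 100% = maximal reference agonist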
# Plk1 PBD FP = Plk1 polo box domain binding inhibitors, primary screen, biochemical, fluorescence polarization; Serine/threonine-protein kinase PLK1 (Homo sapiens), P53350; inhibition, %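 (tested at about 20 µM)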; Plk1 PBD phosphopeptide binding; actives 0.13% (n = 97,000); in the data active means inhibition above about 34%, passing the limit was not always enough
# PLAP act = PLAP enzyme activators, biochemical, luminescence, HTS; actives 1.2% (n = 96,000); activation fold at 20 µM; purified PLAP enzyme, luminescent substrate read-out; stronger effect = higher value; Alkaline phosphatase, placental type (Homo sapiens), P05187; AID 696, 2007; in the data active means activation fold above about 2
# PLK1 inh = human PLK1 kinase inhibitors, primary screen, biochemical, TR-FRET. inhibition, % at 10 µM. Serine/threonine-protein kinase PLK1 (Homo sapiens), P53350. actives 0.53% (n = 97,000). recombinant PLK1 kinase, TR-FRET peptide phosphorylation;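 active means inhibition of 50% or more in the single-concentration screen; inactive means inhibition below 50%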;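 further: 0% = DMSO max control and 100% = H-89 dihydrochloride min control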
# S1P2 blocker = human S1P2 receptor antagonists, primary screen, cell-based. Sphingosine 1-phosphate receptor 2 (Homo sapiens), O95136. cell-based S1P2 antagonist assay, inhibition at 5 uM. inhibition, % at 5 µM. actives 0.21% (n = 97,000). AID 736, 2007; in the data active means inhibition above about 45%;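 further: CRE beta-lactamase reporter cells expressing human S1P2 stimulated with S1P; 0% = agonist at EC80 alone and 100% = agonist plus reference antagonist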
# EphB4 ephrin blk = EphB4-ephrin-B2 interaction antagonists, primary screen, biochemical, TNYL-RAW peptide probe, fluorescence polarization. Ephrin type-B receptor 4 (Homo sapiens), P54760. EphB4 LBD / TNYL-RAW-Alexa532 peptide. inhibition, % at 7 µM. actives 0.15% (n = 97,000). AID 720, 2007;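 active means inhibition above the screen-wide mean inhibition plus 3 SD, cut at about 15% in these data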;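 further: 0% = DMSO wells and 100% = excess unlabeled TNYL-RAW peptide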
# HIV Rev-RRE inh = HIV-1 Rev-RRE binding inhibitors, primary screen, biochemical, FRET, protein-RNA interaction; inhibition, % at 8 µM; actives 0.79% (n = 97,000); Rev peptide-RRE RNA binding;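 active means inhibition above the screen-wide mean plus 3 SD, cut at about 35% in these data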;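 further: 0% = median DMSO wells and 100% = median Neomycin B control wells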
#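 assay system = Cy5-tagged RRE RNA duplex with fluorescein-tagged Rev peptide | incubation = 5 + 15 min at 25 °C | also added = labelled Rev peptide | measure = % inhibition of FRET ratio versus controls | benchmarks = DMSO wells as 0% and neomycin B wells as 100% inhibition | measured by = FRET fluorescence readout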
# MT1-MMP txn act = MT1-MMP promoter reporter activation – cell-based, luciferase luminescence, primary screen | activation factor at 10 µM | HT1080 MT1-MMP promoter luciferase reporter, overnight; stronger effect = higher value | actives 0.16% (n = 86,000);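 active means activation factor of at least 2 for MT1-MMP transcription at 10 µM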
# FAK blocker = FAK kinase inhibitors, primary screen, biochemical; AID 727, 2007; inhibition, %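 (tested at 7 µM)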; biochemical FAK kinase activity assay; actives 0.84% (n = 97,000); in the data active means inhibition above about 19%;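 further: 0% = DMSO and 100% = reference compound high control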
# Target sequence (Q05397 whole entry, looked up): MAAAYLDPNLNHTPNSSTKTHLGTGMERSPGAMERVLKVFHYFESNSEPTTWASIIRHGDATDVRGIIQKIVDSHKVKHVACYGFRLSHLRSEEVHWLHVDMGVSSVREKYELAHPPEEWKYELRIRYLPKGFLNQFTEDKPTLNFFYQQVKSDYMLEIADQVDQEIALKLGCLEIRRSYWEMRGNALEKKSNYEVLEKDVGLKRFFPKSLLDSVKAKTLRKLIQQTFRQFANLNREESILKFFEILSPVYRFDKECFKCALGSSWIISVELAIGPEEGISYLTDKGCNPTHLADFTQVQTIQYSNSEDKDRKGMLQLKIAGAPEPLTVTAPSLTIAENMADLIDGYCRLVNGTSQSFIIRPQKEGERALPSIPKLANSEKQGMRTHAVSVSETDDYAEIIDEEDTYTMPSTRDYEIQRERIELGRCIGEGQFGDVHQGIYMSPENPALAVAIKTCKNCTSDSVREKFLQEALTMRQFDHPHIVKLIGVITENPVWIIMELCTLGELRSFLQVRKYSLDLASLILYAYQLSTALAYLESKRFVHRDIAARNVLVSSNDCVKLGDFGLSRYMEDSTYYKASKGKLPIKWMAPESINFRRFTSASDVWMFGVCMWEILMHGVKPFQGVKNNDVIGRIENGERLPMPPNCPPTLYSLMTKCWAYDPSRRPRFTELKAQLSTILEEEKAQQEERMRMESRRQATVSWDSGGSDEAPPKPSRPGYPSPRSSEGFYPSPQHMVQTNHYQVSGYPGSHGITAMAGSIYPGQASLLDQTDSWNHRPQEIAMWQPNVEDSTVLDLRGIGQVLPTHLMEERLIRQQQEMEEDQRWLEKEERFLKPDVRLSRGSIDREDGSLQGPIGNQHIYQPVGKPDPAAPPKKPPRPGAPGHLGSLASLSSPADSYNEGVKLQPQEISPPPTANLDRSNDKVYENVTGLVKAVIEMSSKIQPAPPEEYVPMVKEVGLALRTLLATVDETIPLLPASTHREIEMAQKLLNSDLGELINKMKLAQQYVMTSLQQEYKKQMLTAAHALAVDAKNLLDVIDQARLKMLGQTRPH
# * marks the source's active call; other numbers are inactive results; . = not tested or not shown.
structure	S1P2 agonist	Plk1 PBD FP	PLAP act	PLK1 inh	S1P2 blocker	EphB4 ephrin blk	HIV Rev-RRE inh	MT1-MMP txn act	FAK blocker
C#CCNc1c(C)c(C)nc2ncnn12	-1.4	-3.6	0.8	-6.0	-5.4	5.2	11.5	1	-1.2
COC(=O)c1cccnc1SCc1ccccc1	-3.5	-7.8	.	-6.6	-23.0	-6.6	4.4	1	1.2
C=CCn1c(C)cc(C(=O)CSc2nnc(Cc3ccccc3)o2)c1C	-10.2	18.7	1.1	-2.7	12.6	-2.4	2.9	1.2	-3.7
O=C1CC(NNc2nc3ccccc3s2)C(=O)N1c1ccccc1 (stereo unspecified)	-4.9	-26.6	1.2	-7.0	13.4	1.5	4.2	.	2.2
COc1ccc(S(=O)(=O)N2CCC(C(=O)N3CCOCC3)CC2)cc1OC	-8.0	-4.3	1.5	-1.1	21.2	2.9	4.0	1.1	-0.7
COc1ccc2nc(N3CCC(O)CC3)c(C#N)cc2c1	-7.2	4.2	1.8	4.8	16.8	-2.4	37.2*	1.3	5.3
CCCCCCSc1cc(C)nc2ncnn12	.	-13.2	1.3	-12.7	.	.	.	1.2	.
COCCn1c(CN2CCN(c3ccc(OC)cc3)CC2)nc2c1c(=O)n(C)c(=O)n2C	-2.3	-11.0	1.6	-9.4	3.3	1.8	0.3	1.1	4.1
c1ccc(-c2cn3c(n2)CCc2ccc4cccnc4c2-3)cc1	-3.5	-4.9	1.4	-5.9	-11.4	2.6	5.4	1.2	0.4
CCN(CC)c1nc(Nc2ccccc2)nc(Oc2ccc(C(=O)OC)cc2)n1	-4.0	-1.8	1.1	-9.7	-12.8	-7.4	5.5	1	-0.6
CCC1c2ccc(C)n2CCN1C(=O)Nc1ccccc1C(=O)OC (stereo unspecified)	-3.3	-5.7	1.7	-5.7	-13.3	-0.1	1.1	1	3.7
O=C(NC(O)C(=O)c1cccs1)c1cccnc1 (stereo unspecified)	1.8	19.1	1	-0.2	-10.8	-4.7	3.2	1.2	-2.3
CCOC(=O)C1C(=O)CC(=O)CC1CC(C)SCC (stereo unspecified)	-0.7	-3.6	1.1	-0.3	-18.2	-5.2	7.0	1.1	-7.7
CCOC(=O)c1c(NC(=O)CC2SC(=NC)N(C)C2=O)sc(C)c1C (stereo unspecified)	-0.5	-16.4	1.7	-9.4	-31.0	2.9	3.7	.	2.6
COCCNC(=O)c1c(N)n(-c2cccc(C)c2)c2nc3ccccc3nc12	10.2	12.0	1.6	-13.7	-11.6	6.0	8.9	1.1	-0.3
COc1cccc(C(C#N)N2N=C(C)CC2(C)C)c1O (stereo unspecified)	-9.5	12.2	1	-6.5	13.7	8.3	9.5	1.1	2.1
COc1ccc2cc(CN(CCO)C(=O)c3ccc(Br)cc3)c(=O)[nH]c2c1	-12.0	32.2	1.1	1.6	-5.7	-14.5	2.1	0.9	-2.2
O=C1Nc2ccc(Br)cc2C1=Nc1ccc(-c2nnc3n2CCCCC3)cc1	-8.4	-3.3	1.7	0.0	-28.0	-4.0	2.9	1.1	0.1
S=c1[nH]nc(-c2ccco2)n1/N=C/C=C/c1ccccc1	-3.0	-25.2	1.1	-3.7	-4.9	-10.0	0.4	.	-1.9
Cn1nc(C(F)(F)F)c(C(=O)Nc2ccc(F)cc2F)c1Sc1ccc(Cl)cc1	-1.4	1.7	0.8	-6.2	1.0	-3.2	17.9	.	0.7
CC(=O)c1ccccc1OCCn1nnc(-c2ccc(C)cc2)n1	-6.0	-10.2	.	-9.3	-3.3	4.0	17.7	1	5.1
CN=C(C)C1=C(O)C(C(=O)OC)C(C)(C)CC1=O (stereo unspecified)	-4.0	10.5	0.9	-1.4	17.8	5.8	5.8	1.1	-1.7
COc1ccccc1NC(=O)C1=C(C)N(c2ccccc2)C(=S)NC1c1cccc(C(F)(F)F)c1 (stereo unspecified)	-1.6	17.9	1.5	-6.1	-1.5	4.1	5.8	.	-0.2
CCCOc1cc(C)nc(-c2ccccc2O)n1	-2.8	-13.5	1.1	-9.0	1.7	-2.5	14.2	1.1	3.4
COc1ccccc1NC(=O)CC(NCc1ccccc1)C(=O)O (stereo unspecified)	-0.6	22.0	.	-6.7	-5.8	8.0	8.9	1.2	0.8
CCOC(=O)c1cnc(-n2nc(C)cc2C)nc1Nc1cccc(C(=O)O)c1	0.0	13.9	1.4	0.2	5.3	7.4	1.1	1.1	1.9
Cc1ccc(C2CC(=O)Nc3cc4c(cc32)OCO4)o1 (stereo unspecified)	-4.7	-11.6	0.8	-9.6	-16.7	-1.9	5.4	1.2	-0.6
CCOc1ccc2sc(NS(=O)(=O)c3ccc(OC)c(OC)c3)nc2c1	-2.4	-7.3	1	-8.2	3.9	8.3	-1.3	1.2	-8.3
Cn1cnnc1SCC(=O)N1N=C2/C(=C/c3ccco3)CCCC2C1c1ccco1 (stereo unspecified)	-2.6	-5.2	1.3	-9.0	26.1	-5.2	1.4	1.1	-3.7
Cc1ccccc1OCCn1c(=O)sc2ccccc21	2.1	14.8	.	-4.7	-10.5	-4.5	4.7	1.2	2.0

# Single records, as listed above. Values in the order: S1P2 agonist	Plk1 PBD FP	PLAP act	PLK1 inh	S1P2 blocker	EphB4 ephrin blk	HIV Rev-RRE inh	MT1-MMP txn act	FAK blocker
# CCN(CC)c1nc(Nc2ccccc2)nc(Oc2ccc(C(=O)OC)cc2)n1 is listed with -4.0	-1.8	1.1	-9.7	-12.8	-7.4	5.5	1	-0.6
# O=C1Nc2ccc(Br)cc2C1=Nc1ccc(-c2nnc3n2CCCCC3)cc1 is listed with -8.4	-3.3	1.7	0.0	-28.0	-4.0	2.9	1.1	0.1
# COc1ccc(S(=O)(=O)N2CCC(C(=O)N3CCOCC3)CC2)cc1OC is listed with -8.0	-4.3	1.5	-1.1	21.2	2.9	4.0	1.1	-0.7
# COCCn1c(CN2CCN(c3ccc(OC)cc3)CC2)nc2c1c(=O)n(C)c(=O)n2C is listed with -2.3	-11.0	1.6	-9.4	3.3	1.8	0.3	1.1	4.1
# CCOc1ccc2sc(NS(=O)(=O)c3ccc(OC)c(OC)c3)nc2c1 is listed with -2.4	-7.3	1	-8.2	3.9	8.3	-1.3	1.2	-8.3

# (more compounds)
structure	S1P2 agonist	Plk1 PBD FP	PLAP act	PLK1 inh	S1P2 blocker	EphB4 ephrin blk	HIV Rev-RRE inh	MT1-MMP txn act	FAK blocker
CCOc1cccc(C=Nc2cc(C)cc(C)c2O)c1O	-5.4	1.7	1.6	-0.6	32.9	0.5	7.8	1.1	4.0
COc1ccc(OCCNC(=O)c2ccccc2OCC(=O)N2CCCCC2)cc1	-5.8	-12.8	.	-9.9	-9.2	-2.9	10.2	1.1	-0.7
O=C(Oc1ccccc1-c1nnco1)c1ccccc1	-2.9	-15.9	0.9	6.2	-15.0	1.3	1.8	.	-1.2
COc1cccc(C(=O)Cn2c(NCCO)nc3ccccc32)c1	-4.8	-6.0	.	-8.6	-20.2	-10.0	-0.5	1.2	-0.5
CCc1c(C(=O)Nc2nnc(C3CC3)s2)csc1C	-7.8	22.3	0.9	-10.2	-17.0	-2.7	4.0	1.2	-2.4
C/C(=N/NC(=O)Cc1cccc2ccccc12)c1cccs1	-5.8	-24.4	0.9	-17.3	12.6	-3.6	11.2	.	0.4
COc1cc(S(=O)(=O)N2CCC(O)(c3cccc(C(F)(F)F)c3)CC2)ccc1-n1cnnn1	-4.4	-5.5	0.8	-2.8	19.6	3.1	-0.8	1	-1.6
CN1C(=O)/C(=C2/C=Cc3ccccc3N2CCCS(=O)(=O)O)SC1=S	-5.6	-10.8	0.2	-31.0	10.9	10.8	6.8	1.1	-5.4
COc1ccc(-c2cc(C#N)nc(N3CCNCC3)n2)cc1	-1.1	2.2	1.6	54.7*	-7.0	-0.5	-4.7	1.1	12.8
CC(CCc1ccccc1)NC(=O)C1CCN(S(=O)(=O)c2cnc[nH]2)CC1 (stereo unspecified)	-5.0	15.8	1.5	-6.3	17.6	5.0	4.4	1	0.1
CCOC(=O)C1C(=O)NC(SCC(=O)OC)=C(C#N)C1c1ccccc1OCC (stereo unspecified)	1.8	-9.0	1.2	-5.0	-1.6	-2.2	3.8	1	2.0
O=C(Nc1ccccc1)OCCOc1ccccc1	-5.5	4.0	0.7	1.5	10.6	2.6	11.4	1.4	-4.7
Cc1ccc(C)c(NS(=O)(=O)c2ccc(OCC(=O)N3CCCC3)cc2)c1	-2.6	-1.0	0.8	1.6	-7.9	-2.2	5.3	1.1	0.9
O=C(NN=C1C2CC3CC(C2)CC1C3)c1cccs1	-5.4	-1.9	1.4	5.2	2.8	6.4	2.5	1.4	-4.4
COc1ccccc1N1CCN(C(=O)C2CCN(S(=O)(=O)N3CCOCC3)CC2)CC1	-5.3	-18.1	1.3	8.9	7.5	-4.2	-0.6	1.1	-3.1
COc1cccc2c(=O)n(CC(=O)N3CCCCC3)ccc12	-2.5	12.0	1	-8.9	3.1	0.1	6.1	.	-9.2
CCOC(=O)c1ccccc1N/C=C/C(=O)c1ccccc1	-2.6	4.0	.	-16.1	3.0	1.8	4.8	.	8.1
COc1cccc(NC(=O)CN2CCN(c3ccc(F)cc3)CC2)c1	-4.4	-0.6	0.9	-7.5	-18.8	-8.7	6.8	1.1	0.1
Cc1ccc2c(c1)/C(=N/OC(=O)c1ccc(F)cc1)CCS2	-2.4	-26.7	0.8	123.6*	-0.7	-4.5	14.7	.	-8.7
COc1ccc(CCNC(=O)C(=O)NCc2ccc(C)cc2)cc1OC	-6.3	-28.3	0.9	-12.6	18.0	1.6	1.7	.	-1.3
CC1CN(Cc2ccc(Cl)cc2Cl)CC(C)O1 (stereo unspecified)	-1.1	-19.2	1	-11.1	-8.2	2.6	3.9	1.2	-0.4
COc1ccc(C2C3=C(Nc4ncnn42)c2ccccc2CC3)cc1OC (stereo unspecified)	-5.1	-11.7	1.6	-3.8	-2.3	0.1	15.3	1.2	2.1
COC(=O)C1CC(=O)N(CCc2c[nH]c3ccccc23)C1 (stereo unspecified)	-4.6	-40.5	1.7	-2.4	8.5	12.3	1.0	1.2	1.5
Cc1c(C(Nc2ccccn2)c2ccc(Cl)cc2)c(=O)n(-c2ccccc2)n1C (stereo unspecified)	-5.1	-4.6	1.4	2.8	16.0	-7.8	-4.5	1	-4.6
Cc1cc(NCCCN2CCOCC2)n2ncc(-c3ccc(Cl)cc3)c2n1	1.4	-38.7	1.4	-4.9	-4.3	2.2	3.8	1.6	-4.7
NC(Cc1ccc2nsnc2c1)C(=O)O (stereo unspecified)	-5.3	-15.5	.	1.6	17.4	0.2	4.0	1.2	0.9
O=C(c1cccs1)N1CCN(Cc2nc3ccccc3c(=O)[nH]2)CC1	-2.8	18.8	1.1	-0.4	-10.8	-1.3	0.6	1.1	2.1
CC(C)N1CC(C(=O)Nc2ccccc2)CC1=O (stereo unspecified)	-2.2	4.6	.	-14.1	0.5	-2.2	3.0	1	-0.2
C=CCn1c(C)cc(C(=O)CSc2nnc(-c3cccc(S(=O)(=O)N(CC)CC)c3)o2)c1C	-2.3	19.5	0.9	-18.8	12.9	8.9	1.6	1.1	6.6
O=C(NCCCNc1ccc(C(F)(F)F)cc1[N+](=O)[O-])c1ccc(Cl)cc1	-1.8	15.2	0.9	-11.4	4.2	2.5	19.2	.	7.8
